# HEK293 NOD2/NF-kB = NOD2 signaling inhibitors, cell-based, luminescence, uHTS, HEK293 (AID 1566); 290,000 compounds, 0.63% hits; inhibition, % at 4 µM; hits with a dose series show EC50 in µM; HEK293 NOD2/NF-kB luciferase reporter, luminescence; higher % means a stronger effect; note: many of its hits are not listed in these tables
# NOD1 inhibition = inhibition of NOD1-driven NF-kB reporter – cell-based, luminescence, uHTS, primary screen (AID 1578) | NOD1-driven NF-kB luciferase reporter cells, luminescence; higher % means a stronger effect | inhibition, % at 4 µM, or EC50 in µM where a hit was titrated | 290,000 compounds, 1% hits; in the data active = inhibition mostly above about 36%, no sharp cut-off; inactive = mostly below about 34%;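 note: HEK-293T reporter cells stimulated with the NOD1 agonist gamma-tri-DAP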
# KOR beta-arrestin-1 = KOR agonists, beta-arrestin recruitment, primary screen, cell-based, luminescence, uHTS (AID 1777). 280,000 compounds, 0.02% hits. one-dose activation, % at 10 µM; EC50 in µM for titrated hits. KOR beta-arrestin recruitment, luminescence; higher % means a stronger effect; in the data active = activation above about 50%, passing the limit was not always enough; note: a part of the inactive calls stands beside numbers as strong as those of hits
# Dengue-2 NS5 capping = Dengue-2 NS5 methyltransferase inhibitors, primary screen, biochemical, confirmation dose response (AID 588689). Dengue-2 NS5 methyltransferase capping enzyme assay, biochemical; higher % means a stronger effect. inhibition, % at 25 µM, or IC50 in µM where a hit was titrated. 340,000 compounds, 0.3% hits; in the data active = a potency from the dose series; inconclusive = inhibition above about 29% without an active follow-up result
# Yfh1-off respiration = enhancers of respiration in Yfh1-depleted yeast, dose response, Friedreich's ataxia, plus single-dose screen (AID 1465); S. cerevisiae Yfh1-off respiration, WST-1 reduction, 72 h; higher fold induction means a stronger effect; fold induction at 50 µM; hits with a dose series show EC50 in µM; 220,000 compounds, 0.074% hits;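 active = fold induction of absorbance versus untreated yeast above a set limit, then at least 30% activation at any dose in follow-up; inconclusive = repeats straddling the limit, or above it without dose testing; inactive = fold induction below the set limit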;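 note: activators that raise dye reduction in frataxin-depleted yeast; strong numbers were not always called active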
# West Nile antiviral = inhibition of WNV-induced cytopathic effect – cell-based, CPE readout (AID 1621). West Nile virus-infected cells, CPE inhibition; higher % means a stronger effect. 290,000 compounds, 0.02% hits. one-dose CPE inhibition, % at 10 µM; IC50 in µM for titrated hits; in the data active = a potency from the dose series; inconclusive = CPE inhibition mostly from about 3.7% at the one dose, without a potency; inactive = the rest, 99 in 100 with CPE inhibition below about 2.2%; note: strong numbers were not always called active
# AID2073 = inhibitors of Mint1-CaV2.2 protein interaction, biochemical, HTRF (AID 2073). one-dose inhibition, % at 20 µM; IC50 in µM for titrated hits. 290,000 compounds, 0.19% hits. HTRF protein-protein interaction, Mint1-CaV2.2; higher % means a stronger effect; in the data active = inhibition mostly above about 51%, no sharp cut-off; inconclusive = no clear call, values can overlap the other calls; inactive = mostly below about 53%; note: some results filed as inactive read as strong as hits
# KOR beta-arrestin-2 = kappa opioid receptor blockers – cell-based, luminescence, uHTS (AID 1778) | 290,000 compounds, 0.091% hits | one-dose inhibition, % at 10 µM; IC50 in µM for titrated hits | KOR beta-arrestin recruitment, luminescence, antagonist mode; higher % means a stronger effect; note: strong numbers were not always called active
# HIV fusion peptide = inhibitors of HIV fusion peptide binding, primary screen, biochemical, uHTS, fluorescence dequenching (AID 1986) | cell-free peptide binding, fluorescence dequenching, 30 min; higher % means a stronger effect | inhibition, % at 20 µM; hits with a dose series show IC50 in µM | 290,000 compounds, 0.3% hits; in the data active = inhibition mostly above about 52%, no sharp cut-off; inactive = mostly below about 76%; note: some results filed as inactive read as strong as hits
# Dengue-2 NS5 capping pilot replicate = further read-out of Dengue-2 NS5 capping, marked with its call; inhibition, %; measured here: pilot screen replicate inhibition
# Numbers without * were called inactive; i = inactive; ? = inconclusive; / = no result given; [ ] = remark or other dose. Cut-off read from the data, not from the text of the source, unless noted: active = inhibition above about 50%; inactive = the rest.
SMILES,HEK293 NOD2/NF-kB,NOD1 inhibition,KOR beta-arrestin-1,Dengue-2 NS5 capping,Yfh1-off respiration,West Nile antiviral,AID2073,KOR beta-arrestin-2,HIV fusion peptide,others
Cc1cc(C)n2nc(SCC(=O)N/N=C/c3ccccn3)nc2n1,4%,-36%,-1.9%,1%,i,0.4%,1%,3%,-0.1%,
CCOC(=O)C1CCCN(CCC(=O)Nc2ccc(Br)cc2)C1 (configuration not stated),5%,-32%,-1.6%,/,/,-0.2%,4%,11%,-1.7%,
Cc1ccc(Cn2nnc3c(=O)n(CC(=O)NCc4ccco4)cnc32)cc1,22%,-5%,3.2%,-3%,i,-0.7%,8%,-4%,0.2%,
CCC1CCCCN1CCCNC(=O)CNC(=O)c1nn(-c2ccc(OC)cc2)c(=O)c2ccccc12 (configuration not stated),2%,-3%,-5.9%,4%,/,-0.7%,11%,-5%,-0.3%,
CC(C)(C)c1ccc(C(=O)Nc2ccc(S(N)(=O)=O)cc2)cc1,12%,-11%,8.7%,1%,i,-0.2%,38%,-4%,1.4%,
NNC(=O)c1ccc([N+](=O)[O-])c(CS(=O)(=O)c2ccc(Cl)cc2)c1,12%,/,-3.4%,-3%,/,/,-22%,21%,-3.5%,
O=C(Nc1ncc(Br)s1)C1CCCN1S(=O)(=O)c1cccc2cccnc12 (configuration not stated),-2%,-22%,1.6%,-3%,i,0.2%,-1%,-8%,3.0%,
NC(=O)C1=C[C@H](c2coc3ccccc3c2=O)C[C@H](OCCCCO)O1,14%,2%,-1.9%,0%,i,0.3%,8%,0%,0.1%,
O=C1CCC(c2ccc3c(c2)CCC3)=NN1,11%,-1%,0.0%,-5%,/,-0.7%,10%,-2%,0.4%,
COc1ccc(C(=O)C2CCCN(Cc3cccc4c3OCO4)C2)cc1OC (configuration not stated),-10%,-42%,-8.8%,/,i,0.4%,0%,21%,-1.5%,

# The list goes on, overlapping the part above by 7 compounds.
SMILES,HEK293 NOD2/NF-kB,NOD1 inhibition,KOR beta-arrestin-1,Dengue-2 NS5 capping,Yfh1-off respiration,West Nile antiviral,AID2073,KOR beta-arrestin-2,HIV fusion peptide,others
CCC1CCCCN1CCCNC(=O)CNC(=O)c1nn(-c2ccc(OC)cc2)c(=O)c2ccccc12 (configuration not stated),2%,-3%,-5.9%,4%,/,-0.7%,11%,-5%,-0.3%,
CC(C)(C)c1ccc(C(=O)Nc2ccc(S(N)(=O)=O)cc2)cc1,12%,-11%,8.7%,1%,i,-0.2%,38%,-4%,1.4%,
NNC(=O)c1ccc([N+](=O)[O-])c(CS(=O)(=O)c2ccc(Cl)cc2)c1,12%,/,-3.4%,-3%,/,/,-22%,21%,-3.5%,
O=C(Nc1ncc(Br)s1)C1CCCN1S(=O)(=O)c1cccc2cccnc12 (configuration not stated),-2%,-22%,1.6%,-3%,i,0.2%,-1%,-8%,3.0%,
NC(=O)C1=C[C@H](c2coc3ccccc3c2=O)C[C@H](OCCCCO)O1,14%,2%,-1.9%,0%,i,0.3%,8%,0%,0.1%,
O=C1CCC(c2ccc3c(c2)CCC3)=NN1,11%,-1%,0.0%,-5%,/,-0.7%,10%,-2%,0.4%,
COc1ccc(C(=O)C2CCCN(Cc3cccc4c3OCO4)C2)cc1OC (configuration not stated),-10%,-42%,-8.8%,/,i,0.4%,0%,21%,-1.5%,
CC(/C=N/NC(=O)c1cc(-c2cccn2C)n[nH]1)=C\c1ccccc1,7%,14%,-2.5%,/,i,-0.8%,4%,8%,-2.2%,
NC(=O)C1CCN(C(=O)COc2ccc3ccccc3c2)CC1,-10%,-33%,-2.2%,-1%,i,-0.1%,-14%,46%,0.5%,
Cc1ccc(-c2nn(C)c(=O)c3ccccc23)cc1CNC(=O)c1ccccc1,16%,-6%,0.1%,/,i,-0.7%,-2%,-8%,-0.8%,
CN1CCN(C(=O)c2ccc(CNS(=O)(=O)c3ccc(F)c(Cl)c3)cc2)CC1,0%,-8%,4.8%,0%,/,0.4%,1%,-12%,-0.3%,
Cc1ccc(C(=O)N2CCN(c3ccc(Cl)cc3)CC2)cc1,10%,-13%,4.6%,1%,i,-1.1%,-5%,4%,-2.1%,
COCCCn1c(Cc2csc(Nc3cccc(Cl)c3)n2)nnc1SCC(=O)OC,4%,-19%,-7.7%,2%,i,0.9%,?,-10%,-1.4%,
O=C(NCC1CCCO1)c1ccccc1NC(=O)c1cccc2ccccc12 (configuration not stated),10%,-15%,-0.8%,-3%,i,0.7%,4%,-20%,-1.9%,Dengue-2 NS5 capping pilot replicate=-3.3
COc1ccc(CNC(=O)C(c2ccncc2)N(C(=O)Cc2cccs2)c2ccc(C)cc2)cc1 (configuration not stated),8%,5%,-2.8%,-7%,i,-0.1%,12%,11%,-0.3%,
Cc1nc2ccc(NC(=O)N3CCCCC3)cc2nc1C,-16%,-7%,-4.9%,-11%,i,1.2%,40%,2%,1.8%,
Cc1ccc(NC(=O)c2cc3ccccc3oc2=O)cc1S(=O)(=O)N(C)C,86%*,98%*,-0.1%,/,i,0.8%,20%,8%,8.7%,
O=C(Nc1ccccc1C(=O)N1CCOCC1)C1CCCO1 (configuration not stated),2%,-9%,-3.1%,-1%,i,0.6%,-3%,-10%,1.6%,
O=C(Nc1ccc(NS(=O)(=O)c2ccccc2)cc1)c1ccccc1,1%,38%,-1.7%,0%,/,0.4%,12%,-17%,1.3%,
COc1ccc(NC(=O)C2CCN(S(C)(=O)=O)CC2)cc1Cl,-12%,-24%,7.7%,-6%,i,-0.5%,9%,-10%,9.0%,
COc1ccc(CNc2oc(-c3cccc4ccccc34)nc2C#N)cc1,9%,-11%,-5.4%,2%,i,-0.5%,44%,23%,0.5%,
C#CCN(CC=C)C(=O)c1ccc(OC2CCN(S(=O)(=O)N(C)C)CC2)cc1,-10%,-2%,3.4%,3%,/,-1.1%,22%,-60%[20 µM],-0.6%,
Cc1ccc(NC(=O)N2CCCC2C(=O)NCC2CCCO2)cc1 (configuration not stated),16%,-42%,/,-9%,i,-0.4%,9%,-18%[20 µM],-1.5%,
Cn1nc(-c2ccccc2)c(C#N)c1Sc1cccc(Cl)c1,3%,3%,-1.5%,1%,i,-0.6%,0%,0%,-0.4%,
COc1ccc(N(C(=O)c2cccnc2)S(=O)(=O)c2cccs2)cc1,1%,-23%,-4.0%,-3%,i,-0.3%,-4%,-16%[20 µM],2.2%,
O=C(NC(Cc1ccccc1)C(=O)O)/C(=C\c1ccc(Cl)cc1)NC(=O)c1ccco1 (configuration not stated),-4%,-42%,-3.5%,0%,/,-0.4%,0%,-9%,16%,
COc1ccc(C2=NS(=O)(=O)N(C)C(C(=O)N(C)Cc3ccccc3)=C2)cc1,3%,-21%,-8.7%,-1%,/,-0.6%,5%,42%[20 µM],1.8%,
CN(C)S(=O)(=O)c1ccc(NC(=O)CN2CCN(C(c3ccccc3)c3ccccc3)CC2)cc1,15%,-20%,-2.1%,-1%,i,0.1%,2%,-8%,0.7%,
N#CCc1nn2c(-c3ccccc3)ccnc2c1C#N,1%,6%,7.9%,-2%,/,-0.5%,45%,13%,-0.1%,
Cc1[nH]c2ccccc2c1SCC(=O)N1CCCCCC1,-13%,-36%,-3.4%,-5%,i,0.3%,-9%,-10%,0.3%,
Cc1cc(NC(=O)C2CCN(S(=O)(=O)c3c(C)noc3C)CC2)ccc1Br,4%,-14%,3.7%,1%,/,0.8%,7%,-16%,0.4%,
CN(C)c1ccc(N2C(=O)CC(Sc3ccccc3C(=O)O)C2=O)cc1 (configuration not stated),2%,-11%,1.7%,-4%,i,0.3%,-2%,15%,3.8%,
O=C(C1=C[C@@H](C2CC2)C[C@@H](OCc2ccc(CO)cc2)O1)N1CCN(Cc2ccccc2)CC1,14%,-23%,-1.7%,-15%,i,0.0%,15%,-4%,0.2%,
CCOC(=O)N1CCC2(O)CCCCC2C1c1ccc(F)cc1 (configuration not stated),-6%,/,1.4%,-3%,i,0.4%,5%,0%,1.1%,
COC(=O)C1=C(C)N(Cc2ccc3c(c2)OCO3)C(=O)C1,4%,-24%,-0.2%,-6%,i,-0.1%,-2%,-29%[20 µM],-0.3%,
COCCNC(=O)CSC1=N/C(=C/c2ccc(Cl)c(Cl)c2)C(=O)N1c1ccccc1F,6%,2%,-2.6%,1%,i,-0.3%,7%,12%,1.0%,
CNCC(=O)N(CC(C)C)c1c(N)n(CC(C)C)c(=O)[nH]c1=O,5%,-27%,4.4%,5%,i,-0.4%,12%,-3%,1.6%,
CC(=O)c1ccc(OCC(=O)Nc2ccccc2C(=O)NC2CC2)cc1,1%,-38%,3.6%,4%,/,0.1%,0%,-3%,1.5%,
COc1ccccc1N1CCN(C(=O)c2ccc(Cn3c(=S)[nH]c4cc5c(cc4c3=O)OCO5)cc2)CC1,20%,10%,0.2%,-11%,i,0.2%,-5%,13%,-2.7%,
Cc1cccc(OCC(=O)Nc2ccc(N3CCN(C(=O)c4ccco4)CC3)cc2)c1C,20%,6%,/,-2%,i,-1.7%,-2%,-65%[20 µM],-1.9%,
Cc1ccc(C(=O)NCC(=O)OCC(=O)c2ccc3c(c2)NC(=O)CO3)cc1C,-2%,-24%,1.6%,-13%,i,1.9%,14%,2%,0.0%,
CCC(=O)OCCn1c(=O)c2cc3c(=O)n(CCOC(=O)CC)c(=O)c3cc2c1=O,2%,-3%,0.1%,1%,i,-0.3%,4%,-46%,1.0%,
O=C(O)CSc1nnc(COc2cccc3ccccc23)o1,17%,62%,3.0%,1%,/,0.8%,-2%,-28%,1.0%,
Cc1nc(SCc2ccc(O)c([N+](=O)[O-])c2)c([N+](=O)[O-])[nH]1,9%,-14%,0.9%,7%,i,-0.3%,-3%,0%,2.0%,
c1coc(CNc2ncnc3sc4c(c23)CCCCC4)c1,9%,6%,-11%,-3%,i,0.2%,-4%,7%,-1.6%,
O=C1Nc2ccccc2C(O)(C(=O)NCc2ccco2)N1c1ccccc1 (configuration not stated),-3%,-11%,-0.2%,-5%,i,0.0%,-2%,18%,1.1%,
CCOC(=O)Cn1c2[n+](c3ccccc31)CC(O)CS2 (configuration not stated),6%,-3%,0.7%,-1%,i,0.3%,-1%,-10%,-0.5%,
COC(=O)c1sc(N)c(C(=O)OC)c1Cn1ncc(Cl)c(Cl)c1=O,6%,2%,-2.5%,-8%,/,2.7%,31%,8%,-1.8%,
COc1cccc(NC(=O)NCc2c(-c3ccccc3)noc2C)c1,22%,4%,-1.0%,-6%,i,-0.5%,8%,22%,0.7%,
CCc1cc(C(=O)OC)c(NC(=O)CCCC(=O)O)s1,-2%,0%,3.5%,3%,i,0.0%,-10%,-32%,1.1%,
O=C(CCc1nc2ccccc2c(=O)[nH]1)Nc1ccc(F)cc1,14%,-23%,7.6%,-1%,i,-0.2%,-3%,3%,-1.2%,
CC1(C)OC(=O)C(=CSc2ccc(C(C)(C)C)cc2)C(=O)O1,6%,-35%,-8.1%,-3%,i,0.3%,3%,17%,2.7%,

# Source: PubChem BioAssay

# An excerpt; the hit share may differ from the screen's.
